FEN1 inhibitor – inhibitors of human flap endonuclease 1; P39748; 390,000 compounds, 0.35% hits; Recombinant FEN1 flap cleavage, fluorescence, 15 min; AID 588795; Potency, µM (top dose mostly 114 µM), for the others: at the highest dose activity change, negative = inhibition, actives largely listed as inhibitors; also: nearly all actives have a fitted effect of over 65% in size
Target sequence (P39748 whole entry, looked up): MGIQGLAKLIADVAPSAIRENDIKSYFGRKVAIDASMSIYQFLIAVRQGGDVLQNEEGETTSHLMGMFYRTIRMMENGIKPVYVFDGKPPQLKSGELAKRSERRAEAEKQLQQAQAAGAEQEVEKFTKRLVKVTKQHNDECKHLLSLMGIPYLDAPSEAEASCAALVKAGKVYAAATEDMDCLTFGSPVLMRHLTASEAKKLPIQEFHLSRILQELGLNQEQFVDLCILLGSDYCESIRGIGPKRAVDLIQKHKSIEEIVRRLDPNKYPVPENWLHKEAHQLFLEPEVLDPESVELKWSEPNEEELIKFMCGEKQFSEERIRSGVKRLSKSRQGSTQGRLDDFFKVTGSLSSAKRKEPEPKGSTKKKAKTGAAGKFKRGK
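Concentration–response screening of FEN1 (10 nM): 15 min compound preincubation at room temperature, reaction started with 50 nM substrate and read at 0 and 15 min. Corrected, normalized data were fitted by a four-parameter Hill equation.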
N370S GC – N370S glucocerebrosidase modulation, Gaucher chaperone candidate; P04062; N370S GC spleen homogenate, 4MU-glucoside fluorescence; Potency, µM (series often up to 59.4 µM), inactives show at the highest dose activity change, negative = inhibition, usual class: inhibitors; 330,000 compounds, 0.092% hits; AID 2101;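 also: 0% = full enzyme activity and -100% = no enzyme basal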
GCN5L2 inh – blocks human GCN5L2 histone acetyltransferase; Q92830; GCN5L2 HAT assay, ThioGlo1 CoA-SH fluorescence; Potency, µM (top dose mostly 58.9 µM), without a hit: at the highest dose activity change, negative = inhibition, hits mostly inhibitors; 390,000 compounds, 0.21% hits
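Preincubate 20nM GCN5L2 with compound 15 min, RT → add 50uM ThioGlo1 + 75uM H3(1-25) + 70uM acetyl-CoA → read fluorescence 0 and 20 min. Primary qHTS; fluorescent artifacts likely.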
Active calls of the source: *. Calls follow the shape of the dose curve; as a rule, active = well fitted curve in the direction sought with a large enough effect; inconclusive = small, poorly fitted or top-dose-only effect, or another doubt; inactive = no such curve, though single readings can be large; an effect the other way counts as inactive or inconclusive. Unless noted, % is scaled to controls: 0 for no effect and ±100 for the full control effect; potency is read from the fitted curve at half-maximal effect.

CCCCC(=O)N/N=C/c1ccc(-c2ccc([N+](=O)[O-])cc2)o1 was read as FEN1 inhibitor 0.0%, N370S GC 4.8% and GCN5L2 inh 0.5%.
Screening CC(C)N(C(=O)CN1C(=O)NC(c2ccccc2)(c2ccccc2)C1=O)C(C)C returned FEN1 inhibitor 14.7%, N370S GC 1.4% and GCN5L2 inh -0.6%.
CC(C)N(CC#CCC(O)(c1ccccc1)C1CCCC1)CCO (stereo not drawn) was read as FEN1 inhibitor -3.2%, N370S GC 5.2% and GCN5L2 inh 21.5%.
For CCn1nc(C(=O)OCC(=O)NC(C)C)c2ccccc2c1=O the results were FEN1 inhibitor 2.6%, N370S GC -8.0% and GCN5L2 inh -5.9%.
Screening O=C(CNC(=O)c1cccs1)Nc1ccc(N2CCOCC2)cc1 returned FEN1 inhibitor -10.9% and GCN5L2 inh -4.5%.
For Cc1ccc(-c2nc(N)sc2-c2ccc(C)cc2)cc1 the results were FEN1 inhibitor -1.4%, N370S GC -20.5% and GCN5L2 inh -8.6%.
Screening CCOc1ccc(CNCCSc2nnnn2C)cc1OC returned FEN1 inhibitor -5.3% and GCN5L2 inh 0.8%.
For Cc1[nH]c2ccccc2c1/C=N/Nc1nc(Nc2ccccc2)nc(N2CCOCC2)n1 the results were FEN1 inhibitor -16.0%, N370S GC -5.8% and GCN5L2 inh -11.3%.
O=C(NCc1nc2ccccc2[nH]1)C1=C[C@@H](c2ccc(Br)cc2)C[C@@H](OCCCCO)O1 was read as FEN1 inhibitor -26.9%, N370S GC -4.8% and GCN5L2 inh -1.4%.
For O=C(Nc1ccc(Nc2ccccc2)cc1)c1ccc(Cl)c([N+](=O)[O-])c1 the results were FEN1 inhibitor -16.4%, N370S GC -6.5% and GCN5L2 inh -12.4%.

5 compounds picked at random from those above:
For Cc1ccc(-c2nc(N)sc2-c2ccc(C)cc2)cc1 the results were FEN1 inhibitor -1.4%, N370S GC -20.5% and GCN5L2 inh -8.6%.
Screening CCOc1ccc(CNCCSc2nnnn2C)cc1OC returned FEN1 inhibitor -5.3% and GCN5L2 inh 0.8%.
O=C(NCc1nc2ccccc2[nH]1)C1=C[C@@H](c2ccc(Br)cc2)C[C@@H](OCCCCO)O1 was read as FEN1 inhibitor -26.9%, N370S GC -4.8% and GCN5L2 inh -1.4%.
For Cc1[nH]c2ccccc2c1/C=N/Nc1nc(Nc2ccccc2)nc(N2CCOCC2)n1 the results were FEN1 inhibitor -16.0%, N370S GC -5.8% and GCN5L2 inh -11.3%.
For O=C(Nc1ccc(Nc2ccccc2)cc1)c1ccc(Cl)c([N+](=O)[O-])c1 the results were FEN1 inhibitor -16.4%, N370S GC -6.5% and GCN5L2 inh -12.4%.

Later entries:
Cc1ccc(Nc2nc(N)nc(N)c2S(=O)(=O)c2ccccc2)cc1 was read as FEN1 inhibitor -0.9% and GCN5L2 inh -8.0%.
For O=C(Oc1cccc(Oc2ccccc2)c1)N1CCOCC1 the results were FEN1 inhibitor -17.1%, N370S GC -0.8% and GCN5L2 inh -6.4%.
Screening COC(=O)/C=C1/SC(=NC(=O)c2ccc(OC)cc2)NC1=O returned FEN1 inhibitor -5.7%, N370S GC -18.9% and GCN5L2 inh 0.3%.
C[C@H]1[C@H](C)CC[C@]2(C(=O)O)CC[C@]3(C)C(=CC[C@@H]4[C@@]5(C)C[C@@H](O)[C@H](O)C(C)(C)[C@@H]5CC[C@]43C)[C@H]12 was read as FEN1 inhibitor 7.8%, N370S GC 5.0% and GCN5L2 inh 0.0%.
Screening COc1cccc(-n2c(C)nn(C)c2=O)c1 returned FEN1 inhibitor 5.3%, N370S GC 3.8% and GCN5L2 inh -12.6%.
COc1ccc(/C=N\NC(=O)CC(=O)Nc2cccc(Cl)c2)cc1OC was read as FEN1 inhibitor 5.7%, N370S GC -3.1% and GCN5L2 inh 0.3%.
`CCCN1CCN(C(=O)CS(=O)(=O)Cc2nc(-c3cccc(OC)c3)oc2C)CC1` gave FEN1 inhibitor 15.1%, N370S GC 4.2% and GCN5L2 inh -4.1%.
`Cc1ccc(C(C)C)c(OCc2nnc(SCC(=O)Nc3ncc(C)s3)n2C)c1` gave FEN1 inhibitor -13.8%, N370S GC 0.5% and GCN5L2 inh -23.2%.
For COc1ccc(S(=O)(=O)N2CCSC2C)cc1C (stereo not drawn) the results were FEN1 inhibitor 7.0%, N370S GC -7.5% and GCN5L2 inh -1.3%.
`COc1cccc(C2CC(=O)Nc3c2c(=O)n(C)c2nc4ccccc4n32)c1OC` (stereo not drawn) gave FEN1 inhibitor -10.4% and GCN5L2 inh -2.9%.
For O=C(CCCc1ccccc1)Nc1ccccn1 the results were FEN1 inhibitor -13.7%, N370S GC inconclusive and GCN5L2 inh -1.2%.
O=C(NCCN1CCOCC1)C(=O)NCC1OCCCN1S(=O)(=O)c1ccc(F)cc1 (stereo not drawn) was read as FEN1 inhibitor 2.1%, N370S GC -13.4% and GCN5L2 inh 3.3%.
CC1CCCC(NC(=O)CSc2cccc[n+]2[O-])C1C (stereo not drawn) was read as FEN1 inhibitor -10.9% and GCN5L2 inh -0.2%.
CCOC(=O)c1c(C)oc2ccc(N(C(=O)c3ccncc3)S(=O)(=O)c3ccc(Br)cc3)cc12 was read as FEN1 inhibitor -19.2% and GCN5L2 inh -3.3%.
COc1ccc(C(C#N)N2CCC(c3ccccc3)=N2)cc1 (stereo not drawn) was read as FEN1 inhibitor 0.9%, N370S GC 1.0% and GCN5L2 inh -17.9%.
Cn1nnc2c(N3CCN(c4ccccc4Cl)CC3)ncnc21 was read as FEN1 inhibitor -3.1% and GCN5L2 inh 2.2%.
For COC(=O)c1ccc(S(=O)(=O)c2ccccc2)c(N)c1 the results were FEN1 inhibitor -0.4%, N370S GC -14.5% and GCN5L2 inh -7.4%.
Screening Cc1ccc(C(C(=O)NC2CCCC2)N(Cc2ccccc2)C(=O)c2csnn2)o1 (stereo not drawn) returned FEN1 inhibitor 2.3%, N370S GC 1.7% and GCN5L2 inh -1.9%.
`S=c1[nH]nc(-c2ccco2)n1/N=C/c1ccccc1Cl` gave FEN1 inhibitor 0.8%, N370S GC 6.4% and GCN5L2 inh -17.4%.
CC(C(=O)Nc1cc(C(F)(F)F)ccc1N1CCOCC1)N1C(=O)C2CCCCC2C1=O (stereo not drawn) was read as FEN1 inhibitor -14.2% and GCN5L2 inh -4.4%.
`COc1ccc(Cc2noc(CN(C)CC(O)c3ccccc3)n2)cc1OC` (stereo not drawn) gave FEN1 inhibitor 5.6%, N370S GC 2.7% and GCN5L2 inh 0.7%.
For Cc1ccc(C2=NN(C(=O)CCl)C(c3ccco3)C2)o1 (stereo not drawn) the results were FEN1 inhibitor -0.3%, N370S GC -0.8% and GCN5L2 inh -8.9%.
For O=C(CN1C(=O)/C(=C/c2ccco2)SC1=S)Nc1ccc(C(=O)O)c(O)c1 the results were FEN1 inhibitor 3.3%, N370S GC 2.8% and GCN5L2 inh inconclusive.
`O=[N+]([O-])c1ccc(Sc2nccn2Cc2ccccc2)cc1` gave FEN1 inhibitor 2.7%, N370S GC 5.3% and GCN5L2 inh -5.5%.
Screening Fc1ccc(Nc2ncnc3sccc23)cc1 returned FEN1 inhibitor 0.1%, N370S GC -5.1% and GCN5L2 inh -2.6%.
`Cc1nc2cc(NC(=O)N3c4ccccc4CC3C)ccc2o1` (stereo not drawn) gave FEN1 inhibitor -13.7%, N370S GC 9.1% and GCN5L2 inh -2.5%.
`CCOC(=O)C1NN=C(C(=O)c2ccc(C)cc2)C1c1ccc(C)cc1` (stereo not drawn) gave FEN1 inhibitor -8.3%, N370S GC -0.1% and GCN5L2 inh -8.1%.
`CCc1ccc(C(=O)c2cn(CC(=O)Nc3ccc(OC)cc3)c3cc4c(cc3c2=O)OCCO4)cc1` gave FEN1 inhibitor -3.5% and GCN5L2 inh 2.7%.
Screening Cc1ccc(S(=O)(=O)N(C)c2ccccc2C(=O)NC2CCCC2)cc1 returned FEN1 inhibitor 4.9%, N370S GC 4.8% and GCN5L2 inh 1.4%.
For O=S(=O)(Nc1ccc(O)cc1)c1cccc2cccnc12 the results were FEN1 inhibitor -0.5%, N370S GC 23.4% and GCN5L2 inh -5.5%.
For COCCn1nnnc1SCC(=O)c1ccccc1 the results were FEN1 inhibitor 4.3%, N370S GC 0.4% and GCN5L2 inh -7.4%.
`C/C(=N/NS(=O)(=O)c1ccc(C)cc1)[C@H]1C[C@@H]1c1ccccc1` gave FEN1 inhibitor 9.2%, N370S GC 0.0% and GCN5L2 inh -2.7%.
Cc1nn(Cc2ccccc2)c(Cl)c1/C=C/C(=O)OCC(=O)N1CCCC1=O was read as FEN1 inhibitor -1.5%, N370S GC 2.0% and GCN5L2 inh -16.6%.
For Fc1ccc(-c2csc(-c3cccnc3)n2)cc1F the results were FEN1 inhibitor -11.1%, N370S GC -12.7% and GCN5L2 inh -2.0%.
Screening Cn1nc(C(F)(F)F)c(-c2ccc(Br)cc2)c1NC(=O)c1nccnc1C(=O)O returned FEN1 inhibitor 19.4%, N370S GC 11.9% and GCN5L2 inh -7.5%.
Screening CSCCC(NC(=O)c1ccccc1Cl)C(=O)N1CCCCC1 (stereo not drawn) returned FEN1 inhibitor 14.9% and GCN5L2 inh -5.5%.
`COC(=O)c1ccc(CN2C(=O)NC3(CCCCC3C)C2=O)o1` (stereo not drawn) gave FEN1 inhibitor 8.9%, N370S GC 1.5% and GCN5L2 inh -3.5%.
`COc1cnn(-c2cccc(C)c2)c(=O)c1Cl` gave FEN1 inhibitor 3.6%, N370S GC -1.8% and GCN5L2 inh -6.3%.
CCOC(=O)c1ccc(N(C(=O)CNC(=O)c2ccco2)C(C(=O)NCC2CCCO2)c2ccc(OC)c(OC)c2)cc1 (stereo not drawn) was read as FEN1 inhibitor 6.3%, N370S GC -4.8% and GCN5L2 inh -6.4%.
`CSc1ccc(CNc2nc3ccccc3n3cnnc23)cc1` gave FEN1 inhibitor -6.2%, N370S GC 6.4% and GCN5L2 inh -6.1%.
Screening COc1ccc(C(C)=O)cc1CSc1nncn1C returned FEN1 inhibitor -3.2%, N370S GC 2.5% and GCN5L2 inh -2.3%.
Screening CCC(=O)N(Cc1ccc2c(c1)OCO2)Cc1cc2cc(OC)ccc2[nH]c1=O returned FEN1 inhibitor 1.1%, N370S GC 0.2% and GCN5L2 inh -3.2%.
`CCCn1cc(S(=O)(=O)CC(=O)NC2CCCCC2)c2ccccc21` gave FEN1 inhibitor 4.4%, N370S GC 3.3% and GCN5L2 inh -3.4%.
`CC(C)c1cc(C(C)C)c(S(=O)(=O)NNC(=O)c2ccncc2)c(C(C)C)c1` gave FEN1 inhibitor -11.8%, N370S GC -18.4% and GCN5L2 inh 1.4%.
Screening FC(F)Sc1ccc(NC(=S)NCC2CCCCC2)cc1 returned FEN1 inhibitor -2.1%, N370S GC 15.7% and GCN5L2 inh -7.1%.
Screening O=C1c2ccccc2C(=O)N1/N=C/c1ccc(O)c(O)c1O returned FEN1 inhibitor 11.2µM*, N370S GC -21.0% and GCN5L2 inh -14.5%.
For COc1ccc(OC)c(S(=O)(=O)N2CCCC(C(=O)NCc3ccco3)C2)c1 (stereo not drawn) the results were FEN1 inhibitor 2.8%, N370S GC -1.4% and GCN5L2 inh 1.8%.
Cc1ccc(N(CN2CCCC2=O)C(=O)c2ccc(C)c(C)c2)cc1 was read as FEN1 inhibitor -4.9%, N370S GC 1.5% and GCN5L2 inh 1.0%.
Screening O=C(Nc1ccc(Cl)cc1F)c1cnc2sc(N3CCOCC3)nn2c1=O returned FEN1 inhibitor -6.5% and GCN5L2 inh -4.0%.
`COc1ccc(N(C(=O)c2cccc(C)c2)S(=O)(=O)c2ccc(Cl)cc2)cc1` gave FEN1 inhibitor 7.9% and GCN5L2 inh -16.0%.
For CC(C)CNC(=O)COC(=O)CCC(=O)c1cccs1 the results were FEN1 inhibitor -9.2%, N370S GC 0.8% and GCN5L2 inh 2.0%.
For Cc1nn(-c2cc(N(S(C)(=O)=O)S(C)(=O)=O)c(Cl)cc2Cl)c(=O)n1C the results were FEN1 inhibitor -6.4%, N370S GC 7.2% and GCN5L2 inh 2.5%.
COC(=O)c1c(NC(=O)COC(=O)[C@@H](NS(=O)(=O)c2cccc(Cl)c2)C(C)C)sc2c1CCC2 was read as FEN1 inhibitor 1.0%, N370S GC inconclusive and GCN5L2 inh -6.0%.
Screening Cc1ccc(/C=C/C2=Cc3c(sc(NC(=O)CSc4n[nH]c(N)n4)c3C#N)C(C)(C)C2)o1 returned N370S GC -14.3% and GCN5L2 inh -21.8%.
For CC(=O)Nc1ccc(C)c(NS(=O)(=O)c2cccc(C(F)(F)F)c2)c1 the results were FEN1 inhibitor -1.4%, N370S GC -11.6% and GCN5L2 inh -5.0%.
C#CCOCCOCCOCCNc1nc(N2CCN(C(=O)CCCCCCCCCCNC(=O)[C@H](CCCCN)n3cc(CCO)nn3)CC2)nc(N2CCN(C(=O)CCCCCCCCCCNC(=O)[C@H](CCCCN)n3cc(CCO)nn3)CC2)n1 was read as FEN1 inhibitor 79.4µM*, N370S GC inconclusive and GCN5L2 inh -1.2%.
`CN1CCN(c2nc3c(S(=O)(=O)c4ccccc4)nnn3c3ccsc23)CC1` gave FEN1 inhibitor 6.1% and GCN5L2 inh -6.6%.
Screening COc1ccccc1Cn1c(C(C)C)nc2ccccc21 returned FEN1 inhibitor 2.2%, N370S GC 0.3% and GCN5L2 inh -2.1%.
